# Insulin prom up = MIN6 insulin promoter up-regulation; MIN6 insulin promoter-GFP reporter, high-content imaging; active compounds read high; z-score at 5 µM; 0.3% of 190,000 active;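 active means z-score above 3 at 5 µM with at least 500 cells counted in the well; inconclusive means wells under 500 cells, flagged as cytotoxic or low count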
# Dynein transport = blocks dynein driven cargo transport along microtubules. 3617.4 mouse cells, GR-EGFP nuclear translocation imaging; test concentration mostly 20 µM; stimulated with dexamethasone, 1 µM; active compounds read low. z-score, hits read low. 0.47% of 220,000 active;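 active means plate z-score of nuclear minus cytoplasmic receptor signal below a set negative limit, without overly bright fluorescence or cell loss, cut at about -3.5 in these data, passing the limit was not always enough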;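 further: z-score of nuclear minus cytoplasmic ring GR-EGFP intensity difference per well; some compounds called inactive have numbers as strong as hits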
#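 Also added: dexamethasone, 1.0 µM final. Medium: tet-free, stripped-serum medium. Detection: fixed, Hoechst-stained cells imaged at 10x for EGFP. Read-out: nuclear-to-cytoplasmic GR-EGFP distribution per well. Times: induction 48 h, compound 1 h, agonist 30 min.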
# Salmonella PhoP GFP = PhoP-dependent GFP reporter repression – Salmonella Typhimurium, primary screen (AID 1863); S. Typhimurium PhoP-regulated promoter GFP reporter, 4 h; higher % means a stronger effect; one-dose inhibition, % at 50 µM; IC50 in µM for titrated hits; 0.16% of 300,000 active;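 active means inhibition over 29.93%, a cutoff 3 SD above the screen mean, later confirmed by dose response; inconclusive means inhibition over 29.93% but no dose response follow-up; inactive means inhibition at most 29.93% or unconfirmed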;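 further: 0% = low Mg2+ inducing control and 100% = high Mg2+ repressing control; strong numbers were not always called active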
# CSM14.1 death rescue = protection against thapsigargin-triggered cell killing – 384-well, CSM14.1, ATP luminescence, primary screen (AID 1222). 190,000 tested, under 10 active. CSM14.1 thapsigargin-induced death rescue, ATP luminescence; higher % means a stronger effect. one-dose cellular ATP content (survival), % at 20 µM; EC50 in µM for titrated hits;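 active means EC50 below 50 µM in the dose-response confirmation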;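 further: death triggered by thapsigargin at about 15 µM added after 2 h compound pretreatment; cell ATP read after overnight thapsigargin exposure of roughly 18 to 22 hours; normalized against plate controls of thapsigargin alone and 5% DMSO vehicle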
# Lipid droplet = hepatic lipid droplet formation modulation; AML12 mouse hepatocytes, oleate lipid droplets, BODIPY imaging; 0.4% of 240,000 active; AID 1656; inhibition, % at 6.5 µM;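 active means lipid droplet intensity inhibited by at least 50%, with more than 500 cells counted; inconclusive means wells with under 300 cells, treated as cytotoxic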
#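 Test system: AML12 hepatocytes (mouse); reagent: oleate loading, 100 µM; dosing: one dose, 6.5 µM compound; incubation: overnight exposure; signal: fluorescence imaging, 20x objective, two fields per well; read-out basis: % inhibition of corrected integrated BODIPY droplet signal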
# MT stabilize HCS = microtubule stabilization, imaging screen. HeLa tubulin immunostaining HCS, 24 h; share of cells brighter than vehicle mean+2SD. % tubulin-high responders, % at 10 µM. 0.83% of 200,000 active. AID 2205;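 active means plate Z-score above 3 for both tubulin-high and condensed-nucleus cell shares, with cell loss under 80%, at 10 µM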;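 further: anti alpha tubulin signal scored within the nucleus-defined area of each cell; some results filed as inactive read as strong as hits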
# b-catenin transl = alters nuclear translocation of beta-catenin in HeLa cells; nuclear translocation activity, % at 5 µM; 0.3% of 190,000 active; immunofluorescence imaging; AID 1665;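 active means nuclear translocation activity above 50% at 5 µM, with a well cell count of 50 or more; inconclusive means wells under 50 cells across six images, flagged as toxic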;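 further: per-cell ratio of nuclear to cytoplasmic median beta-catenin stain intensity; plate controls were DMSO negative control for no effect and GSK-3 inhibitor IX positive control for full effect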
#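 test system = HeLa cells, endogenous beta-catenin | dosing = single 5 µM dose plus 0.02–20 µM confirmation series | times = compound treatment 24 h, 37°C, 5% CO2 | technique = beta-catenin immunofluorescence imaging with DAPI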
# Autophagy HCS = alters autophagy in cells; 0.98% of 190,000 active; MEF GFP-LC3 puncta imaging; test concentration mostly 10 µM; calls only at 10 µM (by protocol); AID 463193;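 active means percentage of spot-positive cells more than 3 SD above its plate mean, without a fluorescence outlier flag or 80% toxicity; inconclusive means no clear call, values can overlap the other calls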;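 further: spot-positive cell cutoff set from DMSO-treated cells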
# T cell modulator = T cell immune modulators affecting CD8 T cell-vesicle binding | 2C CD8+ T cell-vesicle binding, flow cytometry; active compounds read low | calls only at 7 µM | 0.068% of 330,000 active;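 active means response, share of CD8 T cells binding vesicles, and their 90th percentile fluorescence all below set limits, cut at about 80% in these data, passing the limit was not always enough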
#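 Test system: purified 2C TCR transgenic mouse naive CD8+ T cells. Probe or stimulus: QL9-peptide-loaded Drosophila micro-vesicles bearing Ld, ICAM-1 and B7-1. Incubation: binding step 1.5 h, 37 °C, antibody labelling 20 min, ice. Measured by: flow cytometry of vesicle-bound cells.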
# Dynein transport cytoplasmic EGFP = recorded beside Dynein transport, whose call it bears; z-score; measured here: cytoplasmic GR-EGFP intensity; active compounds read high
# Dynein transport nuclear GR-EGFP = second read-out of Dynein transport, no call of its own (marks repeat the call); z-score; measured here: nuclear GR-EGFP intensity;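 lower value marks the stronger effect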
# Dynein transport cell count = recorded beside Dynein transport, whose call it bears; z-score; measured here: cell count per field
# Insulin prom up cell count = also measured in Insulin prom up; calls as there; cell count; measured here: cytotoxicity, nuclei count;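 total cells summed across four imaged fields per well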
# Lipid droplet cells 6.5 µM = second read-out of Lipid droplet, no call of its own (marks repeat the call); cell count; measured here: cell count, cytotoxicity flag;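 cells counted across two imaged fields per well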
# b-catenin transl cell count 5 µM = also measured in b-catenin transl; calls as there; cell count; measured here: cell count, cytotoxicity flag
# T cell modulator vesicle-bound % = further read-out of T cell modulator, marked with its call; double positive events, %; measured here: CD8+ vesicle-bound cell fraction;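 binding gate set so that unloaded-vesicle control wells show 10% double positive cells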
# MT stabilize HCS Hoechst-high % = further read-out of MT stabilize HCS, marked with its call; % Hoechst-high responders; measured here: nuclear condensation Hoechst responders;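 share of cells brighter than vehicle mean plus two SD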
# MT stabilize HCS cytotoxicity % = also measured in MT stabilize HCS; calls as there; toxicity, %; measured here: cytotoxicity by cell density;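 0% = mean cell density of plate MIN control wells and 100% = no cells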
# Autophagy HCS cell loss 18 h = second read-out of Autophagy HCS, no call of its own (marks repeat the call); toxicity, %; measured here: cell loss, nuclei count;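 cell loss after 18 h compound exposure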
# The depositor's hits bear a star; i = inactive; ? = inconclusive; · = not tested or not shown; + = active, no number.
# Results follow in this order: Insulin prom up	Insulin prom up cell count	Dynein transport	Dynein transport cytoplasmic EGFP	Dynein transport nuclear GR-EGFP	Dynein transport cell count	Salmonella PhoP GFP	CSM14.1 death rescue	Lipid droplet	Lipid droplet cells 6.5 µM	MT stabilize HCS	MT stabilize HCS Hoechst-high %	MT stabilize HCS cytotoxicity %	b-catenin transl	b-catenin transl cell count 5 µM	Autophagy HCS	Autophagy HCS cell loss 18 h	T cell modulator	T cell modulator vesicle-bound %
> CCOCCCNC(=O)C(NC(=O)Cc1c[nH]c2ccccc12)c1ccccc1 (stereo unspecified)
→ -0.43	1157	-1	-0.31	-0.11	0.19	-6%	-0.3%	6	725	2.5	3.8	8.1	0.8	1032	i	8	i	6
> O=C(O)c1cc2n(n1)C(C(F)(F)F)CC(c1ccccc1)N2 (stereo unspecified)
→ -0.05	1316	0.46	-0.14	0.16	0.36	8%	-0.6%	·	·	4.0	1.7	11	-4.6	1009	i	-3	i	16
> O=C(CN1CCN(c2ccc(Cl)cc2)CC1)NCc1ccccc1
→ 0.9	1441	-0.54	-0.26	-0.035	0.2	-7%	1.4%	-19	641	4.8	1.9	1.2	0.2	1011	i	9	i	25
> O=C(NCc1ccccc1)c1ccc2nc(-c3ccco3)c(-c3ccco3)nc2c1
→ -0.44	869	0.44	-0.15	-0.095	-0.23	-1%	-1.5%	11	794	3.0	1.0	22	·	·	i	-5	i	50
> CN1c2ccccc2C2(C)CCCC3=Cc4cc([N+](=O)[O-])cc([N+](=O)[O-])c4OC312 (stereo unspecified)
→ ·	·	0.21	1	0.29	0.53	-7%	3.0%	-15	496	6.4	2.7	3.5	0.1	885	i	6	i	9
> Cc1ccc(S(=O)(=O)N2CCCCC2)cc1NC(=O)CSc1ncn[nH]1
→ 0.02	1342	0.72	-0.25	0.49	-1	-1%	-2.5%	-12	686	2.8	1.5	2.9	-1.4	1149	i	30	i	20
> O=C(NC1CCCCC1)C(c1cccnc1)N(C(=O)CCl)c1ccc(F)cc1 (stereo unspecified)
→ ·	·	-4.4*	0.8*	-2.9*	1.5*	5%	1.7%	?	·	7.6	3.5	32	6.2	688	i	10	i	44
> CCCn1nc(C(=O)OCC(=O)c2ccc3c(c2)NC(=O)CO3)c2ccccc2c1=O
→ ·	·	0.25	-0.23	0.26	1.3	1%	-2.2%	2	762	5.1	2.8	4.2	3.0	483	i	-5	i	20
> CCOC(=O)c1c(Nc2ccccc2OCCOC)n[nH]c1C
→ -1.6	1030	-0.71	-0.27	-0.34	0.79	-3%	·	-13	734	·	·	·	0.2	1315	·	·	i	52
> CC(NC(=O)c1cccnc1)c1ccc2c(c1)OCO2 (stereo unspecified)
→ ·	·	-1.3	-0.25	-0.48	1	8%	-0.3%	26	675	3.4	2.0	6.1	-0.4	1070	i	-2	i	46
> COc1ccc(C(=O)n2c(SC)nc3cc4c(cc32)OCCO4)cc1
→ 0.08	1258	-0.39	-0.22	0.34	1.5	-6%	-2.8%	·	·	2.5	1.7	9.1	11	1408	i	-29	i	43
> N#Cc1c(NCc2ccccc2)ccnc1NCc1cccnc1
→ -1.8	1396	-0.69	-0.28	-0.096	1.2	-4%	-0.6%	-17	620	1.4	0.2	48	-2.0	1089	i	8	i	31
> COc1ccc(CCNC(=O)CSc2nc(O)c(CCC(C)C)c(=O)[nH]2)cc1OC
→ ·	·	-0.47	0.44	-0.71	1.7	15%	13%	2	723	1.6	1.6	3.4	-2.0	571	i	14	i	18
> COc1ccccc1Sc1nc(-c2ccccn2)ncc1OC
→ -1.1	823	-0.75	-0.16	-0.44	0.81	10%	1.2%	-15	669	1.5	1.6	3.3	-2.4	1206	i	-8	i	34
> CC(C)(C)NC(=O)CN(C(=O)CS(=O)CC(=O)Nc1ccc(F)cc1)c1ccc(Cl)cc1 (stereo unspecified)
→ -0.62	1314	0.53	0.03	0.77	0.75	-10%	·	-3	732	3.2	1.2	77	-1.0	1050	i	-2	i	43
> NC(=O)c1cc2ccc(O)cc2oc1=NCc1ccccc1
→ 7*	1128*	1.9	-0.14	1.6	-0.094	-65%	-1.5%	-3	769	3.9	3.1	12	-0.5	1187	i	-61	i	38
> O=C(NC1CCN(C(=O)NCc2ccccc2)CC1)c1ccco1
→ 0.07	1310	-0.18	-0.23	-0.14	0.53	8%	1.4%	·	·	2.3	2.4	6.8	-7.4	1033	i	-12	i	7
> CC1CCCCC12NC(=O)N(CC(=O)Nc1ccccc1-c1ccccc1)C2=O (stereo unspecified)
→ 0.56	1615	0.19	-0.3	0.29	0.5	-4%	0.1%	1	692	3.0	1.7	11	2.6	827	i	2	i	52
> CCN1CCN(C(=O)CCCn2c(C)c3cnn(-c4ccccc4)c(=O)c3c2C)CC1
→ -1.5	990	-0.018	-0.26	0.11	0.29	-2%	-1.1%	·	·	1.5	3.0	6.0	·	·	i	2	i	36
> CCc1c(C)nc2ncnn2c1N1CCN(S(=O)(=O)c2ccc(OC)cc2)CC1
→ -3.1	844	0.18	-0.3	-0.2	1.1	0%	2.4%	4	665	1.5	1.2	5.0	3.0	1495	i	5	i	64
> Cc1nn(CC(=O)NCc2ccccn2)c(C)c1[N+](=O)[O-]
→ 1	1413	-0.39	-0.25	-0.045	-0.0049	-8%	-1.8%	-7	739	3.2	2.5	8.8	0.5	1108	i	12	i	14
> O=C1CCC(C(=O)N(c2ccccc2)C2(C(=O)NC3CCCCC3)CCCCC2)N1 (stereo unspecified)
→ -0.14	1386	0.25	-0.44	0.26	0.12	-5%	-0.4%	·	·	4.2	1.4	4.7	4.0	1379	i	3	i	39
> COc1ccc(OC)c2sc(NC(=O)CCS(=O)(=O)c3ccccc3)nc12
→ ·	·	0.51	-0.2	0.51	-0.2	·	·	·	·	7.6	2.8	3.6	·	·	i	10	i	34
> Clc1ccc(C2=Nn3c(nnc3-c3n[nH]c4c3CCC4)SC2)cc1
→ -0.75	975	-0.31	-0.084	-0.021	0.48	-3%	-1.9%	·	·	32*	52*	55*	3.9	1145	+	18*	i	45
> NC(=O)NC(=O)COC(=O)c1ccc(OC(F)(F)F)cc1
→ 0.06	1473	0.9	0.64	0.9	-0.3	-6%	-0.6%	18	586	3.4	1.6	3.2	0.0	1589	i	9	i	54
> CC(C)c1cc(C(=O)O)c2ccccc2n1
→ -0.1	1038	-0.56	-0.77	-0.12	0.11	-5%	·	-4	720	·	·	·	-1.0	1271	·	·	i	26
> CCc1ccc(OCC(=O)OC2CCS(=O)(=O)C2)cc1 (stereo unspecified)
→ 1.1	1440	1	-0.4	0.43	-0.48	-1%	-1.2%	·	·	5.4	2.5	6.6	-0.2	1346	i	6	i	62
> COCCNC(=O)c1cc2c(-c3ccccc3F)nn(C)c2s1
→ -0.72	992	0.79	-0.21	0.97	0.28	7%	-0.2%	47	714	3.3	2.2	13	-0.3	1158	i	21	i	30
> Cc1cccc(/C=N/NC(=O)C(C)Nc2cccc3ccccc23)n1 (stereo unspecified)
→ ·	·	-0.51	0.093	0.082	-0.033	-10%	-4.1%	-7	711	2.1	1.4	7.3	6.8	1178	i	3	i	10
> Cc1c(C(=O)N/N=C/c2ccccc2)[nH]c2ccc(Cl)cc12
→ -0.16	1404	-0.36	-0.34	-0.42	0.9	-6%	-3.1%	-1	723	13	41	27	56*	597*	i	10	i	56
> CC1=CC(C)(C)N(C(=O)CSc2nnc(-c3ccc(C)cc3)o2)c2ccc(C)cc21
→ ·	·	-0.62	0.24	-0.17	0.72	-11%	2.9%	9	728	1.0	0.9	9.2	-12	1156	i	-6	i	22
> COC(=O)c1ccc(OCC(=O)c2cccc(OC)c2)cc1
→ 0.33	1240	-0.85	-0.22	-0.74	0.98	-6%	-0.4%	-1	532	2.9	1.4	0.8	0.6	988	i	-8	i	42
> Cc1nn(-c2cc(C(F)(F)F)ccc2Cl)c2nc(C(F)(F)F)[nH]c(=O)c12
→ ·	·	2.8	0.78	1.4	-1.6	0%	-0.3%	16	717	4.5	4.0	7.5	-1.2	996	i	-2	i	43

# Two compounds from above, showing only MT stabilize HCS Hoechst-high %.
smiles | MT stabilize HCS Hoechst-high %
CCOCCCNC(=O)C(NC(=O)Cc1c[nH]c2ccccc12)c1ccccc1 (stereo unspecified) | 3.8
O=C(O)c1cc2n(n1)C(C(F)(F)F)CC(c1ccccc1)N2 (stereo unspecified) | 1.7

# Screens (PubChem BioAssay)
